Bioassay records (PubChem BioAssay)
HDAC3 inhib – HDAC3 deacetylase inhibitors, primary screen, biochemical, fluorescence, cell-free homogeneous | recombinant HDAC3, fluorogenic peptide/trypsin coupled | inhibition, % at 8.3 µM | AID 2718, 2010 | 320,000 tested, 0.15% active; in the data active = inhibition above about 26%, passing the limit was not always enough; inconclusive = no clear call, values can overlap the other calls
KCNQ1 inh – inhibitors of human KCNQ1 channel, primary screen, cell-based, thallium flux, high-throughput | CHO-K1 KCNQ1, FluxOR thallium flux fluorescence; hits give high values | B-score at 10 µM | 310,000 tested, 1.3% active | AID 2642, 2010;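 active = compounds whose thallium flux B-score, printed positive for inhibition, exceeds three library SD while starting fluorescence stays within three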;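 note: channel opened by potassium depolarization with thallium stimulus after 20 min compound exposure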
KCNK9 inh – KCNK9 potassium channel inhibitors, primary screen, HEK293 cells, thallium flux; FluxOR thallium flux fluorescence; hits give low values; B-score at 10 µM; AID 488922, 2010; 310,000 tested, 1.2% active; Potassium channel subfamily K member 9 (Homo sapiens), Q9NPC2;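 active = ratio B-score over 3 SD below the library mean, with starting fluorescence within 5 SD of its mean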;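 note: negative B-score means less thallium flux so channel inhibition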
KCNQ1 pot – potentiators or activators of KCNQ1 channel, primary screen, cell-based, thallium flux, high-throughput. Potassium voltage-gated channel subfamily KQT member 1 (Homo sapiens), P51787. CHO-K1 KCNQ1, thallium flux FluxOR fluorescence; hits give high values. B-score at 10 µM. 310,000 tested, 0.35% active. AID 2648, 2010;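 active = fluorescence ratio B-score, a plate-corrected score, at least three library SD, with initial intensity B-score within 5 SD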
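System: Stable KCNQ1 CHO-K1 line | Incubation: 90 min dye loading and 20 min compound exposure, both at room temperature | Measure: Ratio B score | Medium: Assay buffer for compound exposure, DMSO matched across wells | Compound dosing: Single-concentration screen | Probe or stimulus: K+/Tl+ depolarizing stimulus | Measured by: Kinetic FluxOR fluorescence, 10 s baseline plus 110 s post-stimulus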
hERG rescue – hERG rescue from dofetilide block, primary screen, cell-based, CHO-hERG, FluxOR thallium flux, dofetilide IC70; Voltage-gated inwardly rectifying potassium channel KCNH2 (Homo sapiens), Q12809; dofetilide IC70 present; activation (rescue from dofetilide block), less the hit threshold, % at 10 µM; 310,000 tested, 0.51% active;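 active = activation above the mean of controls blocked by dofetilide plus 5 SD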;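 note: thallium influx through hERG after potassium depolarization seen as dye fluorescence rise; in these data hits start at about 4.7%; inactives centre near -7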
RGS4 block – RGS4 inhibitors, primary screen, cell-based, HEK293 M3R inducible RGS4, calcium flux | 310,000 tested, 0.45% active | Regulator of G-protein signaling 4 (Homo sapiens), P49798 | Fluo-4 calcium flux; hits give high values; triggered by carbachol at its EC20 | B-score at 10 µM;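 active = B-score, a plate-corrected calcium signal, over three deviations above library mean, with baseline fluorescence within five deviations of library mean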;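 note: RGS4 expression induced by doxycycline in cells with stable M3 receptor; B-score is computed from the integrated fluorescence ratio over baseline after carbachol; higher B-score means a larger calcium signal and so more RGS4 inhibition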
TMEM16A act – TMEM16A chloride channel activators or potentiators, primary screen, cell-based, HTS. Anoctamin-1 (Mus musculus), Q8BHY3. HEK293 TMEM16A/YFP-H148Q/I152L, iodide quench fluorescence; hits give low values. B-score at 10 µM. 340,000 tested, 0.3% active. AID 623877, 2012;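 active = fluorescence-ratio B-score plate-corrected deviation score at least 3 library SD below zero, with starting fluorescence score within 5 deviations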;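 note: channel opened by trigger with iodide after compound preincubation; score built on the fluorescence ratio of max minus min over baseline; more negative score means more quench and so TMEM16A activation or potentiation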
Target sequence (Q8BHY3 whole entry, looked up): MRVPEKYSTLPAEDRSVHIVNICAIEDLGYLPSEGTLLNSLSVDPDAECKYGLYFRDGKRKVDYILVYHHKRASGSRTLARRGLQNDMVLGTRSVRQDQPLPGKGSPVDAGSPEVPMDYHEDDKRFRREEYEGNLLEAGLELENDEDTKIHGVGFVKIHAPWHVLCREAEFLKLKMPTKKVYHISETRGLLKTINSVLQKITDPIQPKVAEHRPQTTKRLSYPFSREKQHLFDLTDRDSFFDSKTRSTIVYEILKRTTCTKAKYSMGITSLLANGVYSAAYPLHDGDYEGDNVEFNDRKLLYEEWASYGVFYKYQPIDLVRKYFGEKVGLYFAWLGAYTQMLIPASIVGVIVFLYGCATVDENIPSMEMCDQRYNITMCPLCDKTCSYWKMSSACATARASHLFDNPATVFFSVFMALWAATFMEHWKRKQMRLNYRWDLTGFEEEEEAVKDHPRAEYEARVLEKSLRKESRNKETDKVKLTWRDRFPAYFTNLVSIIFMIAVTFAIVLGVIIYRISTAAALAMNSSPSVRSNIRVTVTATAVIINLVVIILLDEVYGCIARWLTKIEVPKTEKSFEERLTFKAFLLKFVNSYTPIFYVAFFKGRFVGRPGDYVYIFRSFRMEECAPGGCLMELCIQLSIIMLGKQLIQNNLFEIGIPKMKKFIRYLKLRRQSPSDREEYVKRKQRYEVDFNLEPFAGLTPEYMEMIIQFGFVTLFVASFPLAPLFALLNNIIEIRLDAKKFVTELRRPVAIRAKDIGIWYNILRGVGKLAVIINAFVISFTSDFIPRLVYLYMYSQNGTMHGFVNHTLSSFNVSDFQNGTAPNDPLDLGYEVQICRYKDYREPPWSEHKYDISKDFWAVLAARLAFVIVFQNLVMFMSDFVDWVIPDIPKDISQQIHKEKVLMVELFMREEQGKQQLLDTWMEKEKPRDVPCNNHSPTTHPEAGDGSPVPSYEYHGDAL
KCNK3 inh – human KCNK3 channel inhibitors, primary screen, CHO cells, FluxOR thallium flux, B-score; FluxOR fluorescence; hits give low values; B-score at 10 µM; 340,000 tested, 0.84% active; AID 602410, 2012;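 active = B-score under library mean minus 4 SD, starting fluorescence ratio at most library mean plus 5 SD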;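 note: more negative B-score means stronger inhibition of thallium flux through KCNK3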
SKKanGAS inh – S. pyogenes SKKanGAS growth inhibitors in kanamycin, primary screen, streptokinase expression inhibitor project, SKKanGAS strain, BacTiter-Glo luminescence. AID 1662, 2009. 6 h. inhibition, % at 7.5 µM. 300,000 tested, 1.3% active;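 active = mean replicate score, as percent of positive control median, at least 50; inconclusive = mean below 50 but one replicate at or above 50; inactive = mean and every replicate below 50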;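 note: strain carries kanamycin resistance gene driven by streptokinase promoter and grows in 40 µg/ml kanamycin; loss of luminescence reflects streptokinase promoter inhibition or plain growth inhibition; 0% = median of DMSO wells and 100% = positive control at its reference dose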
RGS4 act – RGS4 potentiators or activators, primary screen, cell-based, HEK293 M3R inducible RGS4, calcium flux; carbachol calcium flux Fluo4; hits give low values; B-score at 10 µM; 310,000 tested, 0.92% active; AID 463111, 2010;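 active = B-score of the integrated calcium signal more than 4 SD below the library mean, with starting fluorescence not abnormally high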;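 note: negative B-score means reduced calcium response which marks RGS4 activation or potentiation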
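Material: M3R-expressing HEK293 line, RGS4 induced by doxycycline | Schedule: Overnight RGS4 induction, 30 min dye load 37 °C, 20 min compound RT | Measured by: Fluo4 fluorescence kinetic imaging of calcium | Read-out: Integrated calcium ratio converted to B score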
ANO1 block – TMEM16A chloride channel inhibitors, primary screen, cell-based, HTS | HEK293 TMEM16A/YFP iodide influx fluorescence, ionomycin | normalized B-score (activity score, 25-100; higher = stronger inhibition) at 10 µM | 310,000 tested, 1.2% active;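 active = ratio plate-corrected score three or more library SD toward inhibition, starting fluorescence score within five deviations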;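 note: score derived from kinetic fluorescence span divided by baseline fluorescence per well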
* = called active by the depositor; i = inactive; u = inconclusive; x = no result given.

SMILES	HDAC3 inhib	KCNQ1 inh	KCNK9 inh	KCNQ1 pot	hERG rescue	RGS4 block	TMEM16A act	KCNK3 inh	SKKanGAS inh	RGS4 act	ANO1 block
Cc1ccc(S(=O)(=O)Cc2sc3ccccc3[n+]2C)cc1	11	i	i	i	-11	i	i	i	3	i	i
Cc1cc(C)n2nc(SCC(=O)N/N=C/c3cccc(Br)c3)nc2n1	-10	i	i	i	-10	i	i	i	-6	i	i
Cc1cccc(S(=O)(=O)Nc2ccncc2)c1	-7	i	i	i	-10	i	i	i	-6	i	i
Cc1cccc(N2CCN(S(=O)(=O)c3ccc(S(=O)(=O)N4CCCC4)cc3)CC2)c1C	-2	i	i	i	-4	i	i	i	1	i	i
Cc1ccc(-n2c(O)c(/C=N/c3ncn[nH]3)c3ccccc3c2=O)cc1	-8	i	i	i	-9	i	i	i	9	i	i
COc1cccc(CNC(=O)c2c[nH]n3c(=O)c(Cl)c(C)nc23)c1	-1	i	i	i	-7	i	i	i	9	i	i
O=C(C[n+]1ccc2c(c1)nnn2-c1ccccc1)c1ccc(Cl)cc1	-4	i	i	i	-6	i	i	i	4	i	i
Nc1ccccc1N1CCOCC1	-2	i	i	i	-11	i	i	i	3	i	i
CCOC(=O)CSc1nnc(-c2ccc(S(=O)(=O)N3CCC(C)CC3)cc2)o1	2	i	i	i	-19	i	i	i	4	i	i
COc1cc(NC(=O)N2CCNC2=O)cc(C(=O)Nc2cccc(C(F)(F)F)c2)c1	13	i	i	i	-6	i	i	i	-8	i	i
COc1c(/C=N/NC(=O)c2ccncc2)c(CCN(C)C(C)=O)cc2c1OCO2	7	i	i	i	-2	i	i	i	1	i	i
CC1(C)C2CCC13CS(=O)(=O)NC3C2 (stereo not drawn)	15	i	i	i	-3	i	i	i	x	i	i
c1cncc(-c2nc(-c3ccc4c(c3)OCCO4)cs2)c1	-16	i	i	i	-4	i	i	i	-2	i	i
CCOC(=O)Cc1csc(NC(=O)c2cc3c(s2)CCCC3)n1	7	i	i	i	-9	i	i	i	-1	i	i
Cc1oc2ccccc2c1CC(=O)NCCCN(C)C	0	i	i	i	-6	i	i	i	2	i	i
O=C(OCCOc1ccccc1Cl)c1ccc(-n2cnnn2)cc1	1	i	i	i	-9	i	i	i	-7	i	i
CN(C)CC/C=C1/c2ccccc2COc2ccccc21	-8	i	i	i	-7	i	x	x	1	i	i
O=C(c1ccc(C#Cc2ccccc2)o1)N1CCN(c2ccccn2)CC1	1	i	i	i	-5	i	i	i	-11	i	i
O=C(NCCC1=CCCCC1)C(=O)NCCc1ccc(Cl)cc1	5	i	i	i	-22	i	i	i	-2	i	i
COC(=O)C1=CN(CCCN2CCCC2=O)C=C(C(=O)OC)C1c1cccs1	-44	i	i	i	-8	i	i	i	3	i	i
COc1ccc(CCCC(=O)NCCc2ccccc2)cc1	1	i	i	i	-1	i	i	i	-3	i	i
CC(=O)c1ccc(OCC(=O)Nc2c(C)nn(-c3ccccc3)c2C)cc1	-2	i	i	i	-20	i	i	i	-2	i	i
c1ccc2c(c1)C(=NCC1CCCO1)NC2=NCC1CCCO1 (stereo not drawn)	-8	i	i	i	-6	i	i	i	-2	i	i
Cc1ccc(CNS(=O)(=O)NCc2ccccc2)cc1	-5	i	i	i	-9	i	i	i	-5	i	i
Cc1cc2[nH]c(=O)c(=O)[nH]c2cc1S(=O)(=O)N1CCN(c2ccccc2)CC1	-3	i	i	i	-5	i	i	i	-2	i	i
COC(=O)c1sc(S(=O)(=O)N2CCN(CCO)CC2)c(C(=O)OC)c1C	0	i	i	i	-12	i	i	i	5	i	i
O=C1CSC(=S)N1	4	i	i	i	-5	i	i	i	-2	i	i
CCOC(=O)CCC(=O)Nc1ccc([N+](=O)[O-])cc1C	1	i	i	i	-1	i	i	i	6	i	i
Cc1onc(-c2c(Cl)cccc2Cl)c1C(=O)OCC(=O)c1ccccc1	0	i	i	i	-1	i	i	i	7	i	i
NS(=O)(=O)c1cccc(NC(=O)CC23CC4CC(C2)CC(CC(=O)Nc2cccc(S(N)(=O)=O)c2)(C4)C3)c1	-1	i	i	i	-5	i	i	i	4	i	i
COc1ccc(NC(=O)CSc2nnc(C3CC3)n2N)cc1	-8	i	i	i	-7	i	i	i	-6	i	i
COC(=O)COc1ccc2c(=O)c(-c3ccccc3)coc2c1	0	i	i	i	-11	i	i	i	7	i	i
O=Cc1ccc(OCC(=O)NC(=O)NC2CCCCC2)cc1	2	i	i	i	-2	i	i	i	-2	i	i
Cn1c(SCc2ccc([N+](=O)[O-])cc2)nnc1-c1ccncc1	3	i	i	i	-2	i	i	i	-3	i	i
CC(CC(=O)Nc1ccccc1)NCCCN1CCCC1=O (stereo not drawn)	1	i	i	i	-1	i	i	i	0	i	i
Cc1cc(C)cc(NC(=O)C2CCCN2C(=O)NC2CCCCC2)c1 (stereo not drawn)	-3	i	i	i	-4	i	i	i	11	i	i
Cc1ccc(C2(C)NC(=O)N(CC(=O)NC(=O)NCCC(C)C)C2=O)cc1 (stereo not drawn)	u	i	i	i	-7	i	i	i	2	i	i
C/C(=N\Nc1cccc(C(=O)O)c1)c1cc2ccccc2o1	7	i	i	i	-3	i	i	i	5	i	i
Cc1ccc(C(=O)N=c2sccn2C)cc1C	7	i	i	i	-8	i	i	i	-2	i	i
COc1ccccc1C1CC(c2ccc(Br)cc2)=NN1C(=O)c1cccnc1 (stereo not drawn)	0	i	i	i	-5	i	i	i	5	i	i
O=C(CN1CCOCC1)Nc1nc2ccc([N+](=O)[O-])cc2s1	-4	i	i	i	-9	i	i	i	7	i	i
COC(=O)Nc1ccc(S(=O)(=O)N2CCN(c3ccc(F)cc3)CC2)cc1	6	i	i	i	-10	i	i	i	-2	i	i
Cc1ccnc(NC(=O)c2cccc(S(=O)(=O)N3CCCc4ccccc43)c2)c1	8	i	i	i	-9	i	i	i	-1	i	i
Cc1ncoc1C(=O)N1CCCC(C(=O)c2ccc(Oc3ccccc3)cc2)C1 (stereo not drawn)	-3	i	i	i	-13	i	i	i	4	i	i
Cc1nnc(SCC(=O)NC(=O)NCc2ccco2)n1Cc1ccccc1	-6	i	i	i	-12	i	i	i	-17	i	i
COCC1CCN(C(=O)c2cc(COc3ccc4c(c3)CCCC4)on2)C1 (stereo not drawn)	-6	i	i	i	-13	i	i	i	-10	i	i
O=C(NCC(c1cccs1)N1CCOCC1)c1ccccc1NS(=O)(=O)c1cccc([N+](=O)[O-])c1 (stereo not drawn)	6	i	i	i	-9	i	i	i	-4	i	i
Cc1cccc(N(Cc2cc3ccccc3[nH]c2=O)S(=O)(=O)c2ccccc2)c1	-6	i	i	i	-8	i	i	i	1	i	i
Cc1ccc(/C=C/C(=O)NCC2COc3ccccc3O2)o1 (stereo not drawn)	u	i	i	i	-21	i	i	i	5	i	i
Cc1cccc(-n2ncc3c(NCCCO)ncnc32)c1	-2	i	i	i	-7	i	i	i	-4	i	i
Cc1ccc(NC(=O)CSc2nc(O)c(Cc3ccccc3)c(=O)n2-c2ccccc2)cc1	-7	i	i	i	-4	i	i	i	10	i	i
COc1ccc(C(=O)CSc2nnc(CNc3nc(-c4ccccc4)cs3)n2C)cc1	9	i	i	i	-8	i	i	i	-3	i	i
Cc1ccccc1C(=O)N1N=C(c2ccc(NS(C)(=O)=O)cc2)CC1c1cccs1 (stereo not drawn)	-3	i	i	i	-11	i	i	i	4	i	i
CCOc1ccc(C(C(=O)NCC2CCCO2)N(C(=O)c2snc(C(N)=O)c2N)c2ccccc2F)cc1 (stereo not drawn)	5	i	i	i	-30	i	i	i	3	i	i
Cc1ccc(C2CCN(C(=S)NC3CCCCC3)C2)cc1 (stereo not drawn)	2	i	i	i	-12	i	i	i	8	i	i
Cc1ccc(-n2cnc3cc(NCc4cccs4)ccc32)cc1	1	i	i	i	-8	i	i	i	43	i	i
Cn1c(CCc2nc3ccccc3[nH]2)n[nH]c1=S	2	i	i	i	-8	i	i	i	-2	i	i
COCCN(C(=O)COC(=O)/C=C/c1ccc(OC)c(OC)c1)c1c(N)n(Cc2ccccc2)c(=O)[nH]c1=O	-6	i	i	i	-9	i	i	i	-4	i	i
Cc1ccc2nc3n(c(=O)c2c1)CCC3	3	i	i	i	-4	i	i	i	2	i	i
COc1ccc(Cl)cc1Nc1nc(C)cc(=O)[nH]1	-3	i	i	i	-6	i	i	i	1	i	i

More records follow:
SMILES	HDAC3 inhib	KCNQ1 inh	KCNK9 inh	KCNQ1 pot	hERG rescue	RGS4 block	TMEM16A act	KCNK3 inh	SKKanGAS inh	RGS4 act	ANO1 block
N#Cc1cccc(NC(=O)CCNC(=O)c2ccccc2Cl)c1	-2	i	i	i	-8	i	i	i	2	i	i
O=C(Nc1ccc(OC(F)F)cc1)c1ncc(Cl)c(Cl)c1Cl	4	i	i	i	-14	i	i	i	12	i	i
Cc1ccc2nc(-c3ccccc3)c(CN3CCOCC3)n2c1	-10	i	i	i	-2	i	i	i	-5	i	i
Cc1ccc2c(c1)c(C)cc[n+]2Cc1ccccc1	-7	i	i	i	-11	i	i	i	-1	i	i
CC1C(=O)N2CCCc3cc(NC(=O)c4ccccc4F)cc1c32 (stereo not drawn)	-1	i	i	i	-9	i	i	i	0	i	i
CCOC(=O)c1nn(-c2ccccc2)c(C(=O)OCC)c1N	-143	i	i	i	-2	i	i	i	-5	i	i
O=Cc1c(NCc2ccccc2Cl)c2ccccc2[nH]c1=O	1	i	i	i	-10	i	i	i	-2	i	i
